Screens as filed in PubChem BioAssay.
BAZ2B block = blocks human BAZ2B; Q9UIF8; AlphaScreen BAZ2B-H3K14Ac peptide displacement; Potency, µM (series often up to 114 µM), without a hit: at the top dose activity change, negative = inhibition, hits mostly inhibitors; 360,000 compounds, 4.4% hits; note: % is set by controls: 0 for no effect and ±100 for the full control effect; nearly all actives have a fitted effect of over 60% in size
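In this displacement format the biotinylated H3(5-23) peptide acetylated at Lys14 serves as ligand at 50 nM, with BAZ2B at 50 nM in PBS pH 7.4 containing 0.01% Tween-20. Donor and acceptor beads are 10 ug/mL final.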
Pol kappa inh = inhibitors of human DNA polymerase kappa; purified Pol kappa, fluorescent DNA synthesis assay, 10 min; Potency, µM (highest dose often 107 µM), inactives show at the highest dose activity, negative = inhibition, actives largely listed as inhibitors; Q9UBT6; 400,000 compounds, 0.53% hits; note: % is set by controls: 0 for no effect and ±100 for the full control effect
Target sequence (Q9UBT6 whole entry, looked up): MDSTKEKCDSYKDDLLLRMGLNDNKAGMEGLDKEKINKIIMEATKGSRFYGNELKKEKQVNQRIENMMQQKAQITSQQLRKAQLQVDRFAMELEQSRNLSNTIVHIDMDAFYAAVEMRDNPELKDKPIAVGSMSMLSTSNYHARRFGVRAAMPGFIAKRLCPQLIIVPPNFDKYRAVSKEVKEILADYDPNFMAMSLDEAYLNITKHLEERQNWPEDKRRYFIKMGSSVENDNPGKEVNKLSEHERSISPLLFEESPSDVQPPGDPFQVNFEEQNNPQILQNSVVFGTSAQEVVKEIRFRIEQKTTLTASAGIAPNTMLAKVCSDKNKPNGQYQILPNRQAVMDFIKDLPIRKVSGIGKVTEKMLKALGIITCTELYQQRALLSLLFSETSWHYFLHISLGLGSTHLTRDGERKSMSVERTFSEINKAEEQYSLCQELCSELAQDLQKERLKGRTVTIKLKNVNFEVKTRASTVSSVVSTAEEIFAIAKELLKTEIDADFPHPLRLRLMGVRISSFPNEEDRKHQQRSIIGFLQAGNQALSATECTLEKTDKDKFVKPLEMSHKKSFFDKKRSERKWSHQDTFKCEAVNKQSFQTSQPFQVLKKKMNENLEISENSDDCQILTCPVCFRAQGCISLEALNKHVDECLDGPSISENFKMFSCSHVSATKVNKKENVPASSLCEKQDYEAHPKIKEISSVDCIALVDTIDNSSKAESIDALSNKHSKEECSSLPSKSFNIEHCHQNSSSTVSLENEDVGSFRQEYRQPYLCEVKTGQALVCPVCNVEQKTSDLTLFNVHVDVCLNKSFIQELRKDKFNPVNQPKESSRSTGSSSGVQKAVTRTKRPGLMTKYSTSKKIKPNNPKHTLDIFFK
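10 nM Pol kappa was preincubated with compounds for 15 min at room temperature. Reaction started with 50 nM (final) substrate. Fluorescence read kinetically at 0 and 10 min.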
BLM inh = inhibitors of human Bloom syndrome helicase BLM | Potency, µM (highest dose often 56.1 µM), for inactives: top-dose activity change, negative = inhibition, usual class: inhibitors | recombinant BLM DNA unwinding, fluorescence dequenching | P54132 | 350,000 compounds, 0.2% hits | AID 2528;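 note: plate controls were vehicle for no effect and no enzyme for full effect; nearly all actives have a fitted effect of over 35% in size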
G9a block = blocks human histone lysine methyltransferase G9a | AID 504332 | G9a H3K9 monomethylation, AlphaScreen, 2 h | Q96KQ7 | 350,000 compounds, 8.8% hits | Potency, µM (doses to about 102 µM), without a hit: at the top dose activity, negative = inhibition, most hits filed as inhibitors; note: % is set by controls: 0 for no effect and ±100 for the full control effect; nearly all actives have a fitted effect of over 75% in size
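Compounds were preincubated with 20 nM G9a for 15 min, after which biotinylated H3K9 peptide (500 nM) and SAM (20 uM) started a 2 h room-temperature reaction. Monomethylated product was quantified by antibody-based AlphaScreen chemiluminescence.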
APEX1 inh = inhibitors of human APE1 endonuclease. 350,000 compounds, 0.35% hits. recombinant APE1, TAMRA/BHQ-2 abasic DNA cleavage fluorescence. P27695. Potency, µM (top dose mostly 65.8 µM), inactives show at the top dose activity change, negative = inhibition, usual class: inhibitors;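 note: plate controls were vehicle for no effect and reference inhibitor for full effect; nearly all actives have a fitted effect of over 55% in size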
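APE1 at 0.75 nM final was preincubated with compound 15 min at room temperature, then 50 nM double-stranded THF abasic-site substrate (5'-TAMRA/3'-BHQ-2) was added. Fluorescence (ex 525/em 598 nm) was read kinetically; third-minus-first read gave activity.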
POLH inh = DNA polymerase eta (human) inhibition. 390,000 compounds, 1.2% hits. Q9Y253. recombinant Pol eta, fluorescent DNA replication assay. AID 588591. Potency, µM (doses to about 114 µM), for the others: at the highest dose activity change, negative = inhibition, usual class: inhibitors; note: % is set by controls: 0 for no effect and ±100 for the full control effect
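Pol eta at 10 nM preincubated with compounds 15 min at room temperature; reaction started with fluorescent substrate (50 nM final) and read kinetically at 0 and 10 min.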
JMJD2A Tudor inh = blocks the human JMJD2A Tudor domain. AlphaScreen JMJD2A-Tudor / H3K4me3 peptide binding. Potency, µM (doses to about 114 µM), without a hit: top-dose activity change, negative = inhibition, usual class: inhibitors. 390,000 compounds, 4.4% hits. AID 504339; note: % is set by controls: 0 for no effect and ±100 for the full control effect; nearly all actives have a fitted effect of over 50% in size
POLB inh = blocks human DNA polymerase beta activity | Potency, µM (titrated, usually from 114 µM), inactives show at the top dose activity change, negative = inhibition, actives largely listed as inhibitors | AID 485314 | 340,000 compounds, 1.3% hits | Pol beta primer extension/strand displacement, fluorescence kinetic | P06746; note: % is set by controls: 0 for no effect and ±100 for the full control effect
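Pol beta (10 nM) was preincubated with compound for 15 min at room temperature. The reaction was then started with 50 nM substrate and read immediately and after a further 10 min at room temperature.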
POLI inh = inhibitors of human DNA polymerase iota | Q9UNA4 | Pol iota fluorescent replication assay, 10 min | Potency, µM (series often up to 115 µM), inactives show at the highest dose activity, negative = inhibition, hits mostly inhibitors | 390,000 compounds, 1% hits
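Pol iota at 10 nM preincubated 15 min with compounds at room temperature; reaction started with fluorescent substrate, 50 nM final. Fluorescence read kinetically at 0 and 10 min; buffer-only wells as negative control.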
* hit, by the source's call; ? = inconclusive; . = not tested or not shown; [ ] = dose if it differs, or a comment. Calls come from the whole dose curve; as a rule, active = well fitted curve in the direction sought with a large enough effect; inconclusive = small, poorly fitted or top-dose-only effect, or another doubt; inactive = no such curve, though single readings can be large; an effect the other way counts as inactive or inconclusive. Potency is the fitted concentration of half-maximal effect.

SMILES	BAZ2B block	Pol kappa inh	BLM inh	G9a block	APEX1 inh	POLH inh	JMJD2A Tudor inh	POLB inh	POLI inh
Cc1c(C(c2cccc([N+](=O)[O-])c2O)c2c(C)n(C)n(-c3ccccc3)c2=O)c(=O)n(-c2ccccc2)n1C	-6%	-11%	1%	13%[12.7 µM]	-2%	-13%	-13%	26%	?
CC(C)(C)CN1CCN(Cc2c[nH]c3ccccc23)CC1CCO (stereo not given)	-26%	12%	-2%	64%[activator]	60%[activator]	-8%	-6%	-5%	50%[activator]
COc1ccc(N(CC(=O)NCc2ccco2)S(C)(=O)=O)cc1	-2%	-5%	-1%	?	2%	-9%	-11%	24%	-9%
CCN(CCCNC(=O)Cn1ncc2c([nH]c3ccccc32)c1=O)c1cccc(C)c1	-10%	-9%	-5%	-28%[59 µM]	.	-9%	-25%	1%	14%
O=[N+]([O-])c1ccc(/C=N\N2CCN(c3ccc(Cl)cc3)CC2)cc1	1%	5%	-5%	-31%	-5%	-17%	-5%	22%	18%
CN(C)c1ncc2ncc(=O)n(CCC#N)c2n1	.	-2%[60.1 µM]	2%	-13%[12.7 µM]	3%	.	.	.	.
COc1ccc(-n2nnc3c(SC(C(C)=O)C(=O)N(C)C)ncnc32)cc1 (stereo not given)	-26%	-19%	1%	.	2%	-2%	-32%	32%	2%
O=S(=O)(c1ccccc1)N(CC(O)CN1CCOCC1)c1ccccc1 (stereo not given)	1%	-7%	-1%	5%	-4%	-16%	-19%	37%	52%[activator]
O=C(O)Cc1ccc(-c2ccccc2)cc1	6%	-18%	0%	-11%[59 µM]	-4%	-14%	-8%	-2%	8%
Cc1nn(CCO)c2ncc(C(=O)c3cc(Cl)ccc3O)cc12	5%	-5%	-10%	8%	1%	-2%	-14%	56%	24%
CCc1noc(C)c1C(=O)NC1CC(C)(C)Cc2c1cnn2-c1ccccc1 (stereo not given)	-2%	.	0%	-11%	6%	.	.	-1%	.
Cc1cc(N2CCOCC2)nc(NCc2ccccc2)n1	5%	-6%	2%	5%[59 µM]	17%	8%	-17%	-16%	-2%
CC(C)(C)c1ccc(C(=O)O)c(C(=O)c2ccc(C(=O)O)cc2)c1	?	-12%	-4%	-13%	?	-8%	-5%	20%	-12%
CCS(=O)(=O)N1N=C(c2cccs2)CC1c1cc2cc(C)ccc2nc1Cl (stereo not given)	-17%	-8%	-7%	?	-2%	-15%	-6%	-2%	-17%
O=C(Cn1ccc2cc(S(=O)(=O)N3CCCC3)ccc21)NCCc1ccccc1	-7%	2%	0%	16%	45%	-11%	-12%	0%	3%
Cc1ccc(OCCNC(=O)c2cccc(S(=O)(=O)N3CCN(C)CC3)c2)cc1	11%	-6%	.	0%[12.7 µM]	-16%	2%	-8%	.	8%
CN(C)CC1CCCCC1OC(=O)c1ccc(Br)cc1 (stereo not given)	-5%	-4%	-1%	?	12%	-13%	-20%	60%	144%[activator]
CC(=O)N1CCN(c2ccc(NC(=O)c3ccc(C)cc3)cc2)CC1	-14%[57.1 µM]	-4%	0%	4%	-1%	-18%	-11%	0%	26%
CCOC1=C/C(=C/c2c(N)n3oc(C)cc3nc2=O)C=CC1=O	2%	.	0%	-46%	0%	.	.	13%	.
O=C(c1cc(Cl)nc2ccccc12)N(Cc1nnc(-c2ccc(Cl)cc2)o1)C1CC1	-3%	-8%	.	-26%	17%	-16%	-11%	.	13%
CCc1cc2ccc(C)c(C)c2nc1SCC(=O)NNC(=O)c1ccco1	1%	-1%	-3%	34%	11%	-17%	1%	33%	81%[activator]
COc1cccc(Nc2nc(N)nc(C(F)(F)F)n2)c1	.	-13%	-4%	-3%[59 µM]	-1%	-12%	-14%	-1%	15%
O=C(COC(=O)c1ccc2c(c1)OCO2)Nc1ncc(Cl)cc1Cl	-4%	0%	1%	-1%[59 µM]	13%	-1%	-10%	23%	23%
Cc1cccc(N2C(=O)CC(N3CCOCC3)C2=O)c1 (stereo not given)	1%	-10%	2%	-18%[59 µM]	1%	-17%	-2%	-1%	22%
COc1ccc(NC(=O)Cn2nc([N+](=O)[O-])c(Cl)c2C)cc1OC	3%	-18%	-5%	-1%	0%	0%	-13%	1%	-14%
COc1ccccc1NC(=O)COC(=O)/C=C/c1ccc2c(c1)OCO2	-5%	0%	-1%	1%[59 µM]	17%	6%	-10%	42%	-2%
O=C(CCCN1C(=O)/C(=C/c2ccccc2Cl)SC1=S)Nc1ccccn1	?	-14%	-3%	13µM*	1%	-2%	18µM*	6%	139%[activator]
CC(C)c1ccc2oc(=O)cc(CN3CCN(c4ccccc4)CC3)c2c1	7%	2%	2%	-12%[59 µM]	0%	-1%	-33%	0%	22%
N=c1n(CCO)c2ccccc2n1CCOc1ccccc1	-6%	-15%	-6%	-3%	-2%	-18%	5%	16%	-7%
Cc1ccc(NC(=O)C2=CN3CCS(=O)(=O)N=C3C=C2)cc1	.	-4%	.	.	9%	-11%	-14%	.	121%[activator]
CCOc1ncccc1C(=O)OCC(=O)Nc1ccc2c(c1)CCC2	.	-16%	.	.	-11%	?	-1%	.	37%[activator]
CCS(=O)(=O)c1ccc(NC(=O)c2ccccc2Cl)c(O)c1	-4%	-11%	1%	-32%[12.7 µM]	0%	?	-9%	?	-14%
O=C(c1cc2cc(Cl)cc(Cl)c2oc1=O)N1CCOCC1	-2%	-5%	2%	6%	1%	-20%	-14%	17%	20%
Cc1ccc(NC(=O)CN(C)CC(=O)Nc2ccccc2-c2ccccc2)cc1	20%	-5%	-1%	19%	-2%	-21%	-22%	9%	9%
O=[N+]([O-])c1cccc(-c2ccc(/C=N/NC(=S)NCc3ccco3)o2)c1	?	-2%	-7%	17%[59 µM]	-5%	-8%	-27%	-2%	41%[activator]
CCOc1cc(C2/C(=C(/O)c3ccc(S(=O)(=O)N4CCCCC4)cc3)C(=O)C(=O)N2CCOC)ccc1O (stereo not given)	-10%[57.1 µM]	-2%	0%	?	12%	-1%	?	-1%	11%
CCN1CCN(c2cc3c(cc2F)c(=O)c(S(=O)(=O)c2ccc(OC)cc2)cn3CC)CC1	-2%	-7%	5%	-31%[59 µM]	.	1%	-24%	-14%	3%
COc1ccc2c(CNCc3ccc(C)o3)c(C(=O)O)n(Cc3ccccc3C)c2c1	-31%	0%	0%	-20%[59 µM]	.	-17%	-35%	10%	8%
COC(=O)C1C/C(=N\NS(=O)(=O)c2ccc(C)cc2)c2ccccc2C1 (stereo not given)	?	4%	-6%	-7%[12.7 µM]	-12%	-9%	-7%	13%	-16%
Cc1ccc(C)c(OCCn2cc(/C=C(\C#N)C(=O)NCc3cccs3)c3ccccc32)c1	5%	-12%	-4%	10%[59 µM]	-1%	-9%	-14%	-3%	34%[activator]
CC(=O)c1ccc(N2CCN(C(=O)Cn3c(=S)[nH]c4ncccc4c3=O)CC2)cc1	-23%	.	0%	?	11%	.	.	-3%	.
CC(C)C(=O)Nc1cc(C(F)(F)F)ccc1N1CCOCC1	4%	-7%	-1%	-1%[59 µM]	0%	-6%	-15%	-9%	28%
COC(=O)[C@@H]1C[C@@]2(Br)c3ccccc3N(S(=O)(=O)c3ccccc3)[C@H]2N1C(=O)OC	.	-1%	.	.	.	-17%	-13%	.	89µM*
Cc1ccccc1NC(=O)C1CCCN1C(=O)NC1CCCCC1 (stereo not given)	5%	6%	3%	-8%[12.7 µM]	-4%	0%	-21%	-21%	6%
CCCCCC(=O)NNC(=O)c1ccc(F)cc1	-1%	-17%	0%	7%[59 µM]	4%	-13%	-6%	-1%	8%
O=C(CCNS(=O)(=O)c1ccccc1C(F)(F)F)NCc1ccc2c(c1)OCO2	-2%	-1%	-1%	1%[59 µM]	-1%	-6%	-1%	-15%	7%
COc1ccc(-c2nc(C3CCCCC3)no2)cc1OC	27%	-8%	-2%	58%[activator][12.7 µM]	1%	-16%	40%[activator]	-1%	1%[58.9 µM]
CN(C)c1nc(N(C)C)nc(N(C#N)CCOc2ccccc2)n1	30%	-20%	-11%	54%[activator][59 µM]	-2%	-13%	9%	4%	1%
O=S(=O)(c1ccc(OC(F)(F)F)cc1)N1CCC(c2nnnn2-c2ccc(F)cc2)CC1	1%	-17%	2%	-4%[59 µM]	.	-14%	-11%	9%	-5%
CCCn1c(NC(=O)c2ccco2)nc2ccccc21	-13%	-10%[60.1 µM]	2%	31%[59 µM]	-5%	-13%	-35%	10%	44%[activator]
NNC(=O)Cn1c(-c2ccccc2)cc2ccccc21	3%[57.1 µM]	-1%	-2%	.	-18%	-4%	-31%	5%	31%[activator]
O=[N+]([O-])c1ccc(Cl)c(CN2CCC(O)CC2)c1	56µM*	1%	1%	7.9µM*	30%	-5%	10µM*	8%	16%
Cc1ccc(C(=O)NCCNC(=O)c2ccc(F)cc2)cn1	-9%	7%	-2%	23%	42%	-11%	5%	25%	25%
COc1cc(NC(=O)Cn2cnc(S(=O)(=O)N3CCCCC3)c2)cc(OC)c1OC	-19%	0%	2%	72%[activator]	54%	-15%	1%	7%	1%
CN(C)S(=O)(=O)c1ccc(C(=O)Nc2nc(-c3ccccc3)c(C(=O)c3ccccc3)s2)cc1	-33%	-12%	1%	-39%[59 µM]	8%	-4%	-16%	48%	14%
COC(=O)c1ccc(C(=O)OC)c(NC(=O)COC(=O)c2ccc(OC)c(OC)c2OC)c1	-1%	-21%	-7%	?	12%	-9%	-15%	49%	1%
Cc1cccc(C)c1N(CC(O)Cn1c2ccccc2c2ccccc21)S(C)(=O)=O (stereo not given)	-28%	-16%	-10%	9%[2.33 µM]	-2%	-21%	-15%	-14%	-12%[58.9 µM]

Whole records from above. Values in the order: BAZ2B block | Pol kappa inh | BLM inh | G9a block | APEX1 inh | POLH inh | JMJD2A Tudor inh | POLB inh | POLI inh
Cc1cccc(N2C(=O)CC(N3CCOCC3)C2=O)c1 (stereo not given) is listed with 1% | -10% | 2% | -18%[59 µM] | 1% | -17% | -2% | -1% | 22%
CCOc1ncccc1C(=O)OCC(=O)Nc1ccc2c(c1)CCC2 is listed with . | -16% | . | . | -11% | ? | -1% | . | 37%[activator]
CCN(CCCNC(=O)Cn1ncc2c([nH]c3ccccc32)c1=O)c1cccc(C)c1 is listed with -10% | -9% | -5% | -28%[59 µM] | . | -9% | -25% | 1% | 14%

An excerpt. The share of hits here may be higher or lower than overall.
